Source: PubChem (NCI)
All columns: NCI-60 one-dose screen, growth in % after 48 h at 10 µM unless noted; 100 = growth as untreated, 0 = no growth, -100 = all killed.
HL-60(TB): HL-60(TB) leukemia cells | 9% of 78,000 active; active = growth percent below 10
The depositor's hits bear a star; & = joins results of further samples; [ ] = remark or other dose. These rows are one share of the data (hit frequency here may not be typical).

SMILES | HL-60(TB)
COc1ccc(-c2cc(-c3cccnc3)nc3sc4c(Cl)nnnc4c23)cc1OC | 85.4
COc1cc(/C=C/C(=O)N2CCN(C)CC2)c(OC)c2c1OCO2 | 100.0
COC1=CC(c2ccc[nH]2)=N/C1=C\c1[nH]c(C)c(C(=O)CCCCC(=O)Nc2ccccc2)c1C | 74.9
O=C1c2ccccc2C(=O)c2cc(SC(=S)N3CCOCC3)ccc21 | 100.8
CCOC(=O)c1nn(CC(O)c2ccccc2)c(NC(=O)Nc2ccccc2F)c1C (stereo unspecified) | 97.3
COc1cc(C(=O)/C=C/c2cccnc2Nc2ccc(Cl)cc2)cc(OC)c1OC | -27.2*
COc1ccc(-c2csc3c(=O)nc4c(C#N)n[nH]n4c23)cc1OC | 95.4
CCOC(=O)c1cc(C(=O)c2ccc(OC)c(OC)c2)n2ccc(/C=C/c3ccncc3)cc12 | 96.4
CCOC(=O)c1sc(/N=C2\NC(=O)/C(=C3/C(=O)N(Cc4ccccc4)c4ccccc43)S2)nc1C | 102.5
N#Cc1cc2ccncc2c2ccccc12 | 93.5
N=C(N)SCc1ccccc1Cl | 96.9
CC(C)NC(=O)OCc1c(COC(=O)NC(C)C)c(-c2ccc(Cl)c(Cl)c2)n2c1SCC2 | 7.4*
CCOC(=O)c1cnc2ccc(Br)cc2c1Nc1cccc(NS(C)(=O)=O)c1 | 93.8
Cc1c(Cl)cccc1NC(=O)c1sc2nc3c(cc2c1N)CCCCCC3 | -15.9*
CCCCC1COc2cccc3c2N1C=C/C3=C\C(=O)N(C)c1ccc(Oc2ccccc2)cc1 (stereo unspecified) | 74.7
O=C(ONC(=O)[C@@H]1CCCC[C@H]1C(=O)NOC(=O)c1ccccc1)c1ccccc1 | 88.7&90.6
CCc1nn2c(-c3ccc4c(c3)OCO4)c(-c3cc(OC)c(OC)c(OC)c3)nc2s1 | 86.1
Cc1nc(Nc2ccc(OCCCBr)cc2)c2c(C)nn(-c3ccccc3)c2n1 | 96.2
Oc1cccnc1I | 103.3
O=C1N=c2cc3c(cc2=C/C1=C/c1sc(=S)n(Cc2ccco2)c1O)OCCO3 | 116.3
COc1cc2cc(Oc3ccc(NC(=O)Nc4ccccc4)cc3)c(C)nc2cc1OCCN1CCOCC1 | 91.3
O=C(Nc1ccccc1)C1CN(CCc2ccccc2)CCS1 (stereo unspecified) | 102.7
CCOC(=O)OCCSCCOC(=O)OCC | 101.9
Cc1cc(/C=N\N=C(N)N)c(C)n1-c1ccccc1 | 81.7
O=C(O)c1cccc(OCc2ccccc2)c1 | 101.7
CCSc1nnc(NC(=O)c2cc(-c3ccccc3)oc2C)s1 | 100.9
Nc1nonc1-c1noc(COc2ccc(Cl)cc2)n1 | 109.2
COc1cc(-c2nc(SCCC(C)C)nc(NC3CC3)c2C#N)cc(OC)c1OC | 98.6
COc1ccc(NC(=O)CC(O)c2cccc(N)c2)cc1 (stereo unspecified) | 95.6
CN1C(=O)C(c2ccccc2)C(=O)N(C)C1=O | 121.6
CCOC(=O)C1CC(C(=O)OCC)C(=O)C1=O (stereo unspecified) | 111.2
Cc1ccc(-n2c(/C=C3\C(=O)Nc4ccccc43)ccc2CO)cc1 | 25.4
CCOC(=O)CCCCl | 95.1
O=c1ncn(C2CCCCC2)c(=O)[nH]1 | 110.0
Cc1nc(C)c(CSC2N=C(c3ccc(Br)cc3)c3cnn(-c4ccccc4)c3N2)nc1C (stereo unspecified) | 89.4
Cn1c(-c2ccncc2)nc(=O)c2ccccc21 | 99.9

An excerpt of these results, with each value named.
> CN1C(=O)C(c2ccccc2)C(=O)N(C)C1=O
  HL-60(TB) = 121.6

> CCOC(=O)C1CC(C(=O)OCC)C(=O)C1=O (stereo unspecified)
  HL-60(TB) = 111.2

Going on with the list.
SMILES | HL-60(TB)
CS(=O)(=O)c1nccc(-c2c(-c3cccc(OCCN4CCOCC4)c3)nc3sccn23)n1 | 66.4
Cn1c(=O)[nH]c2nc(SCC(=O)c3ccccc3)[nH]c2c1=O | 106.4
COc1ccc(-c2nn(-c3ccc(S(N)(=O)=O)cc3)c(=O)c3ccccc23)cc1OC | 115.8
O=C(Cn1nncc1CN1C(=O)CSC1=O)Nc1cccc(Br)c1 | 96.0
O=C(c1nc2ccccc2[nH]1)C1C(c2cccs2)C2CSCN2[C@@]12C(=O)Nc1ccccc12 (stereo partly specified) | 94.1
CCC[C@@]12Cc3ccccc3N[C@@H]1N(C)c1ccccc12 | 104.7
OC(CBr)CCBr (stereo unspecified) | 103.0
NNC(=O)c1ccccc1N | 122.5
O=C(/C=C\c1ccc2ccccc2n1)c1cc(Cl)ccc1O | 89.8
CCOC(=O)Cc1c[nH]c2ccc(N)cc12 | 91.2
Clc1ccc(C2=CC(c3ccc(Cl)cc3)N3C=CSC3=N2)cc1 (stereo unspecified) | 124.2
C#Cc1ccc(-n2c(/C=C/c3ccc4ccccc4c3)nc3ncccc3c2=O)cc1 | -3.0*

Three entries out of the list, ordered by formula weight, high to low.
SMILES | HL-60(TB)
COc1ccc(-c2nn(-c3ccc(S(N)(=O)=O)cc3)c(=O)c3ccccc23)cc1OC | 115.8
Clc1ccc(C2=CC(c3ccc(Cl)cc3)N3C=CSC3=N2)cc1 (stereo unspecified) | 124.2
OC(CBr)CCBr (stereo unspecified) | 103.0

Next part:
SMILES | HL-60(TB)
O=C1c2ccc(Cl)cc2C(=O)c2ccc(Cl)cc21 | 105.8
C[C@H]1CC2C([C@@H](O)C[C@@]3(C)C2CC[C@]3(O)C(=O)CO)[C@@]2(C)C=CC(=O)C=C12 (stereo partly specified) | 102.7
Cn1nnnc1N1CCC(NC(=O)/C=C/c2c(F)cccc2F)CC1 | 102.9
N/C(=N\c1nc2ccccc2s1)NC(=O)Nc1ccccc1Br | -28.5*
CSc1nc(-c2ccc(Cl)cc2)c(C#N)c(=O)[nH]1 | 97.9
C=C1CCCCC1O (stereo unspecified) | 94.5
O=C(c1ccc(O)cc1)c1ccc(O)cc1 | 116.9
Cc1ccc(Cl)cc1NC(=O)N(C)CCO | 92.0
O=C(CSc1nc2ccccc2[nH]1)Nc1ccc(-c2nc3ccccc3s2)c(Cl)c1 | 62.0
CSc1cc(C(=O)O)nc(SC)n1 | 106.9
CC(=O)OC(OC(C)=O)c1ccccc1 | 94.6
Clc1ccc(-c2nc(-c3ccc(Cl)cc3)c3ccccc3n2)cc1 | 113.9
COc1cc(CNS(=O)(=O)c2ccc(C)cc2)ccc1OCc1cn(-c2ccc(Cl)cc2)nn1 | 106.3
O=C1c2ccccc2OC=C(c2ccccc2)N1CCCCNc1ccc(F)cc1 | 45.3
CCCCNC(C)C(O)c1ccc(-c2ccc(C(O)C(C)NCCCC)cc2)cc1 (stereo unspecified) | 83.5
CCCCCCCCCC(=O)c1ccccc1 | 98.5
CC(=O)c1cccc(NC(=O)c2ccc(-c3cccc(N)c3)o2)c1 | 97.7
COc1ccc2c(c1)CCCC21C(=O)Nc2ccc(F)cc21 (stereo unspecified) | 92.7
Cn1cnc2c1c(=O)n(CC(=O)Nc1ccc(F)cc1)c(=O)n2C | 105.1
CCNC(=S)NNC(=O)CN1CCN(c2cc3c(cc2F)c(=O)c(C(=O)O)cn3C2CC2)CC1 | 101.7
CC(=O)OCC1CCCC(C)C1COC(C)=O (stereo unspecified) | 102.1
CC1(C)COCCN1CC(O)c1ccc(Br)cc1 (stereo unspecified) | 121.0
CN(C)c1ccc(/C=C2\SC(=O)N(CC(=O)Nc3ccc(C(=O)/C=C/c4cc5ccccc5nc4Cl)cc3)C2=O)cc1 | 108.8
CC1(C)CC(=O)c2c(nc3ccc(Cl)cc3c2-c2ccccc2)C1 | 82.3
O=C1/C(=C/c2ccc([N+](=O)[O-])cc2)Sc2ccc(F)cc21 | 103.8
Cc1cc2cn3c4ccc(O)cc4nc(N)c3c2cc1C | -32.5*
Cc1cc(C(C)(C)C)cc(C)c1CC1=NCCN1 | 102.5
O=S(=O)(Nc1ccc2ccccc2c1)c1ccccc1 | 94.1
CCOC(=O)CCCCC1C(CCCC(=O)OCC)C=NN1C (stereo unspecified) | 100.6
Nc1cc(=O)n(CC(=O)c2ccccc2)n1S(=O)(=O)c1ccccc1 | 93.2
CCOC(=O)C1(C(=O)OCC)CC1 | 101.4
COc1ccc2c(c1)oc1c(C)c3c(c(C)c12)C(=O)N(Nc1ccccc1)C3=O | 107.2
CC1CCC(=O)O1 (stereo unspecified) | 93.4
CCOC(=O)n1cnc2nc(N)nc(SC)c21 | 72.6
O=S(=O)(NCCNc1nccc(-c2c(-c3ccc(O)cc3)nc3sccn23)n1)c1ccccc1 | 97.8
Nc1c(C(=O)Nc2ccc(Cl)cc2)sc2nc3c(cc12)C(=O)CCC3 | 96.8
CCOc1ccc(-n2c(CCc3ccccc3)nnc2SCC(=O)N2CCCC2)cc1 | 79.0
COC(=S)SCN(CSC(=S)OC)c1ccccc1Cl | 85.7
Nc1c(N=Nc2ccc(-c3ccc(N=Nc4cc(S(=O)(=O)O)c5ccccc5c4O)cc3)cc2)cc(S(=O)(=O)O)c2ccccc12 | 101.0
Cc1nccc2c3ccc(OCc4cn(-c5ccc(Cl)cc5)nn4)cc3n(CC(C)C)c12 | -49.4*
Cc1ccc(C(=O)c2ccc(CC(=O)NNC(=O)Nc3ccc(Cl)c(C(F)(F)F)c3)n2C)cc1 | 109.1
O=C(Nc1ccncc1)C(=O)c1cn(S(=O)(=O)c2ccccc2F)c2ccccc12 | 12.7
CC(=O)C12OC1CC1C3CC=C4CC(O)CCC4(C)C3CCC12C (stereo unspecified) | 96.6
COc1ccc(/C=C/C(=O)c2cnccn2)cc1OC | 60.3
CCO/C=C1\SC(=S)N(c2cccc(O)c2)C1=O | 100.3
COc1cc(C(=O)Nc2cc(O)c(C/C=C(\C)CCC=C(C)C)c(O)c2)cc2c1O[C@]1(C)CC[C@@H](O)C(C)(C)[C@H]1C2 | -3.9*
COc1ccc(CCNc2nc(SC)nc(-c3cccc([N+](=O)[O-])c3)c2C#N)cc1OC | 119.5
O=C(O)c1ccccc1N/N=C/c1ccccc1 | 73.8
CCC1(O)CCC2C3CC=C4CCCCC4C3CCC21C (stereo unspecified) | 107.6
O=Cc1ccc(Cl)c2ccccc12 | 102.5
CCOC(=O)c1nc(Oc2ccc(NC(=O)Nc3ccccc3)cc2)c2ccccc2n1 | 106.5[5.56 µM]
CN(C)CCC(C(=O)c1ccccc1)c1ccncc1 (stereo unspecified) | 103.4
CCOC(=O)/C(C#N)=C(/C)C1CC1 | 110.1
CC(=O)N(c1ccccc1)C(C)C | 97.1
CC(=O)OC(C)CC(C)(C)OC(C)=O (stereo unspecified) | 110.0
C1CCC(=NN=C2CCCCC2)CC1 | 107.4
Cc1cc(C)n(C(=O)Cn2cnc3sc(C(N)=O)c(C)c3c2=O)n1 | 158.1
O=C(Cn1nncc1CN1C(=O)CSC1=O)Nc1cccc2ccccc12 | 97.4
COc1cccc(C(O)C2=CC(=O)c3ccccc3C2=O)c1OC (stereo unspecified) | 132.6
Cc1cccc(OC(=O)CCl)c1 | 97.8

(more compounds)
SMILES | HL-60(TB)
COc1ccc(CNCCCN2C(=O)c3ccc4c5c(ccc(c35)C2=O)C(=O)N(CCCNCc2ccc(OC)c(OC)c2OC)C4=O)c(OC)c1OC | -61.3*
CCN(CC)CCOc1ccc(C=O)cc1 | 101.9
COc1ccc(C(=O)NNC(=O)c2cc(OC)c(OC)c(OC)c2)cc1Cl | 88.3
O=Cc1cn(C(=O)c2ccccc2)c2ccccc12 | 105.2
COc1ccc2c(c1)CCNC21C(=O)Nc2ccccc21 (stereo unspecified) | 101.0
COc1ccc(-c2c(C(=O)NS(=O)(=O)C(C)C)n(Cc3cccc(C)c3)c3ccccc23)cc1 | 102.6
CC(C)CCNCC(C)(C)O | 99.3
C/C(=N/NC(N)=S)c1ccc(O)cc1 | 71.1
CN(Cc1ccccc1)c1nc(Cl)c(C2CC(c3ccccc3)=NN2c2cc(Cl)cc(Cl)c2)s1 (stereo unspecified) | 95.2
CCN(CC)C(=S)SC(SC(=S)N(CC)CC)C(=O)c1nnn(-c2ccc(Cl)cc2)c1C | 86.7
N[C@@H](CC(=O)N1CCn2c(nnc2C(F)(F)F)C1)Cc1cc(F)c(F)cc1F | 102.8
CC(=O)Nc1ccc(I)cc1 | 109.3

Given as labelled records: 2 of the compounds above
mol: N[C@@H](CC(=O)N1CCn2c(nnc2C(F)(F)F)C1)Cc1cc(F)c(F)cc1F
- HL-60(TB): 102.8
mol: CC(=O)Nc1ccc(I)cc1
- HL-60(TB): 109.3

(list continues)
SMILES | HL-60(TB)
O=S(=O)(O)c1ccc(N=Nc2ccc(N=Nc3ccc(O)c4cccc(S(=O)(=O)O)c34)cc2)cc1 | 103.2
CCCCc1ccc(NC(=O)/C=C\C(=O)O)cc1 | 99.5
COc1cc(CCn2nnc3c(NCCCN4CCOCC4)ncnc32)cc(OC)c1 | 126.2
NS(=O)(=O)c1ccc(NC(=O)N2CCN(c3ccccn3)CC2)cc1 | 116.1
CO[C@@H]1CSS[C@H]1Cn1nc(-c2ccc(Oc3ccccc3)cc2)c2c(N)ncnc21 | 25.8
C=C1CCC2C(C)(CO)C(O)CCC2(C)C1C/C=C1/C(=O)OCC1O/C=C/c1ccccc1 (stereo unspecified) | 7.3*
CS(=O)(=O)Nc1ccc(Nc2cc(OC3CCOCC3)c([N+](=O)[O-])cc2Cl)cc1 | 92.3
CC1=CC[C@@H]2CC[C@]3(C)[C@H](CC[C@@H]4[C@@]5(C)CCCNC(C)(C)[C@@H]5CC[C@]43C)[C@H]2[C@@H]1C | 21.7
COc1cc2c(cc1CC(Br)CBr)OCO2 (stereo unspecified) | 79.6
COc1ccc(-c2cc(-c3cccnc3)nc3sc4c(=O)[nH]c(-c5ccccc5)nc4c23)cc1OC | 95.9
Cc1ccc(C2(C)NC(=O)N(CC(=O)Nc3cccc(C)c3)C2=O)cc1 (stereo unspecified) | 103.2
Cc1nnc(NS(=O)(=O)c2ccc(N=Nc3cc4ccccc4c(C(=O)O)c3O)cc2)s1 | 99.9
